Compound activity: PubChem BioAssay, several laboratories
MEKK3 PB1 HTS – raises or lowers MEK5 binding to the human MEKK3 PB1 domain; binding response (% of control), % at 10 µM; Q99759; 290,000 tested, 1.4% active; bead-based flow cytometry, Alexa488-MEK5 binding to MEKK3; actives lie on both sides; 0 = blocked by unlabeled MEK5, 100 = vehicle;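 active = binding response more than 3 SD above or below the average of its plate-row segment, actives on both sides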;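 also: Alexa488 bead fluorescence after subtracting the streptavidin-only scavenger bead signal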
Target sequence (Q99759 whole entry, looked up, the tested form may be a part): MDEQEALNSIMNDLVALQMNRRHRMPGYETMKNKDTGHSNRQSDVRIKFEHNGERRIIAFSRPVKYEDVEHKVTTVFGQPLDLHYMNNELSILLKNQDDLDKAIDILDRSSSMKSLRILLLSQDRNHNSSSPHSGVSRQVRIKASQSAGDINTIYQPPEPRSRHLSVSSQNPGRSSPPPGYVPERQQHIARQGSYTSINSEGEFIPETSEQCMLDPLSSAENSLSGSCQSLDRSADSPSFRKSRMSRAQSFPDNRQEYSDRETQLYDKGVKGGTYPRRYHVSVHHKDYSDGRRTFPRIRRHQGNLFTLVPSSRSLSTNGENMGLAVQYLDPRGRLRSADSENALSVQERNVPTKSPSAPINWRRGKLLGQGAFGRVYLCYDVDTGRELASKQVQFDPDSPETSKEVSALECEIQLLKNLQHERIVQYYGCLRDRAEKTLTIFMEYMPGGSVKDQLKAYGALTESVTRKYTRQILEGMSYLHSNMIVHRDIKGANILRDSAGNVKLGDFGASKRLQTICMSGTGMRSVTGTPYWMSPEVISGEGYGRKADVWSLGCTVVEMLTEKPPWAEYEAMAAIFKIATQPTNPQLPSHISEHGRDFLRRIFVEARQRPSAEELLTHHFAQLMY
UBC9 SUMO inh – inhibitors of human SUMOylation (UBC9) | 290,000 tested, 0.36% active | inhibition, % at 35 µM | AID 2006 | HTRF SUMOylation assay, SAE1/SAE2 + UBC9, in vitro | P63279; in the data active = inhibition above about 50%, passing the limit was not always enough; also: strong numbers were not always called active
Target sequence (P63279 whole entry, looked up): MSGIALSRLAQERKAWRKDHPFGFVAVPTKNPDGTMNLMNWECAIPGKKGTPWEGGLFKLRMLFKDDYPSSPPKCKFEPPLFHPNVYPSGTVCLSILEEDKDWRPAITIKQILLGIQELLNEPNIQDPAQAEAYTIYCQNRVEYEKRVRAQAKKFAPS
VIM-2 inh – inhibitors of Pseudomonas aeruginosa VIM-2 metallo-beta-lactamase | inhibition, % at 5.6 µM | purified VIM-2, nitrocefin hydrolysis, epi-absorbance fluorescence | AID 1527 | 290,000 tested, 0.89% active;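 active = inhibition above the mean of all tested compounds plus 3 SD, cutoff set per screening run, cut at about 7.5% in these data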;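 also: red hydrolysis product quenches plate fluorescence so inhibitors raise well fluorescence; 0% = enzyme with DMSO and 100% = DMSO without enzyme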
IMP-1 inhibitor – inhibitors of Pseudomonas aeruginosa IMP-1 metallo-beta-lactamase. purified IMP-1, nitrocefin hydrolysis, epi-absorbance fluorescence. 290,000 tested, 0.45% active. inhibition, % at 5.6 µM;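 active = inhibition above the mean plus 3 SD of all compounds in the same screening run, cut at about 4.5% in these data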;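 also: 0% = IMP-1 with DMSO and 100% = DMSO wells lacking enzyme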
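Material – recombinant IMP-1 enzyme, purified · Amount – IMP-1 0.2 nM before substrate addition · Medium – HEPES buffer pH 7.1 with ZnSO4 and Brij 35 · Timing – 25 °C, 15 min preincubation, 25 min reaction · Measured by – plate fluorescence quenching by hydrolysis product, ex 480/em 530 nm · Read-out – percent enzyme inhibition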
FID counter – counter-screen for HCV NS3 helicase inhibitors: DNA intercalator displacement; 290,000 tested, 0.17% active; inhibition, % at 7.9 µM; DNA fluorescent intercalator displacement, fluorescence; in the data active = inhibition above about 37%;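 also: 0% = vehicle and 100% = reference compound; higher means more ethidium bromide displaced from hairpin DNA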
p-CIP stab down – lowers stability of the mouse p/CIP coactivator protein | F442A p/CIP-EGFP cells, EGFP fluorescence, 16 h | AID 1984 | 290,000 tested, 0.01% active | decrease of EGFP signal, % at 10 µM | Q05BA5;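 active = EGFP signal decrease of at least 30% at 10 µM or well 3 SD below plate mean, unless failing retest; inactive = the rest, including hits failing retest or dose response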; also: some compounds called inactive have numbers as strong as hits; many of its hits are not listed in these tables
NS3 helicase inh – HCV NS3 helicase inhibition | AID 1800 | inhibition, % at 10.9 µM | NS3 helicase DNA unwinding, Cy5 molecular beacon fluorescence | 290,000 tested, 0.56% active;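 active = inhibition above the mean of all tested compounds plus 3 SD, set per campaign, cut at about 35% in these data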;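 also: 0% = DMSO wells and 100% = thioflavine S control wells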
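System: HCV NS3 helicase fragment; control set: DMSO and thioflavine S; technique: Cy5 fluorescence at 0 and 60 min, beacon hairpin quenching; reagent: beacon DNA duplex substrate plus ATP; replicates: singlicate; schedule: 1 h reaction at 25 °C, ATP-initiated; medium: MOPS buffer pH 6.5 with MgCl2, DTT, Tween20, BSA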
IDE cell activ – activators of human insulin-degrading enzyme in cells; 340,000 tested, 0.073% active; HEK cells, FAbeta-B cleavage, fluorescence polarization; 0% vehicle, 100% cell-free pure enzyme wells; activation, % at 5.96 µM; P14735;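 active = activation above the mean of all tested compounds plus 3 SD, set per screening campaign, cut at about 17% in these data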
PHOSPHO1 inh – PHOSPHO1 (human) inhibition; recombinant PHOSPHO1, absorbance phosphatase assay; inhibition, % at 13.3 µM; 290,000 tested, 1.1% active; in the data active = inhibition above about 60%
Target sequence (Q8TCT1 whole entry, looked up): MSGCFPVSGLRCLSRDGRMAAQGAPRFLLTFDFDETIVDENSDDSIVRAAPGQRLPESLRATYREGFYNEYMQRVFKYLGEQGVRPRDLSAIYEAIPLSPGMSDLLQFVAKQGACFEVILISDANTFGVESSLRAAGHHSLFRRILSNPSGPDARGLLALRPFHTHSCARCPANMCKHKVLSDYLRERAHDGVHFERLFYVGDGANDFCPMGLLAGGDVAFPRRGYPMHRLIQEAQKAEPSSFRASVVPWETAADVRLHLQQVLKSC
* hit, by the source's call; . = no result given.

SMILES	MEKK3 PB1 HTS	UBC9 SUMO inh	VIM-2 inh	IMP-1 inhibitor	FID counter	p-CIP stab down	NS3 helicase inh	IDE cell activ	PHOSPHO1 inh
CCN1C(=O)CC(NNC(=O)c2ccc(Cl)cc2)C1=O (stereo not given)	92	26	-1.7	-1.9	2	-2	3	7	38
O=C(CN1CCc2cc3c(cc2C1)OCCCO3)Nc1ccccc1	103	-8	-2.3	-3.3	-13	5	-12	-3	34
CCSc1nnc(NC(=O)[C@H](C)N2C(=O)C3CC=CCC3C2=O)s1 (stereo not given in full)	97	-3	-3.7	-4.3	-3	1	6	4	-23
O=C(CSc1nc2ncc(Cl)cc2[nH]1)NCCc1ccc(F)cc1	97	0	-2.3	-2.7	-13	8	10	2	-10
Cn1cccc1/C=N/NC(=O)c1ccn[nH]1	98	-14	-3.0	-2.7	-4	-2	-2	0	-2
Cc1ccccc1CC1(CO)CCCN(C(=O)CCC(=O)c2ccccc2)C1 (stereo not given)	102	10	-4.1	-3.5	-31	-8	-3	2	28
O=Cc1cn(CC(=O)NCC2CCCO2)c2ccccc12 (stereo not given)	107	-30	-2.6	-0.3	-1	11	2	-4	-8
Cc1cccc(NC(=O)c2cc(=O)c3ccccc3o2)n1	102	2	2.2	-0.2	-1	-2	0	4	29
CCOC(=O)c1c(S(=O)(=O)N2CCN(C3CCCCC3)CC2)c(C)n(C)c1C	91	0	3.4	1.0	5	13	20	7	-8
O=C(Nc1nnc(C2=COCCO2)o1)c1cccc(C(F)(F)F)c1	101	-9	-6.7	-2.1	-17	-26	8	-1	-26
Cc1ccc(-n2nnc(-c3cc4ccccc4n3C)n2)cc1	100	-5	0.8	-1.3	-1	-7	3	9	18
CC1=NOC2(C1)/C(=N/O)CCC/C2=N\O (stereo not given)	109	13	0.6	1.1	3	0	0	-2	3
O=C(/C=C/c1cccs1)NC1CCS(=O)(=O)C1 (stereo not given)	91	3	-2.2	-2.2	0	-2	-2	.	14
CCN1CCCC1CNC(=O)c1cc2c(C)nc3ccccc3c2o1 (stereo not given)	104	-10	8.2*	0.9	13	4	6	-4	6
CCC(=O)Nc1nnc(S(=O)(=O)N2CCCCCC2)s1	103	0	0.9	-1.9	-8	-12	14	6	31
COC(=O)c1cc(C(=O)c2ccc(C(C)(C)C)cc2)c[nH]1	100	12	-1.5	-2.6	-20	-2	0	5	33
COc1ccc(NC(=S)NCCN2CCOCC2)c(OC)c1	106	.	2.2	-0.9	5	.	20	0	.
O=C(COc1cccnc1[N+](=O)[O-])N1CCN(S(=O)(=O)c2ccccc2)CC1	145*	-4	-4.5	-1.5	3	-6	8	8	-46
C1CCCC(NC2=NCCO2)CCC1	100	13	-2.1	-0.6	-5	6	5	3	25
O=C(/C=C/c1ccc(Cl)cc1Cl)NC(=S)Nc1ccc(CN2CCOCC2)cc1	114	-5	0.4	0.7	-8	-3	-15	1	3
CS(=O)(=O)Nc1cccc(-c2cn3c(n2)SCC3)c1	96	9	-1.1	-1.7	-2	-2	9	7	11
O=C1CSC(c2ccccc2[N+](=O)[O-])N1c1ccc(O)cc1 (stereo not given)	100	2	-1.6	-1.6	-4	-7	-1	2	42
CCCCC(=O)Nc1nn(C)c2nc3c(C)cccc3cc12	97	18	1.4	-1.9	0	10	7	2	-2
Cc1cc(N/N=C/c2ccccc2)nc(N2CCOCC2)n1	103	23	1.4	-0.3	-12	-15	-5	.	4
O=C(CSc1nc2ncc(Cl)cc2[nH]1)Nc1cccc(F)c1	101	8	-2.5	-2.3	2	-18	-4	-5	16
SMILES	MEKK3 PB1 HTS	UBC9 SUMO inh	VIM-2 inh	IMP-1 inhibitor	FID counter	p-CIP stab down	NS3 helicase inh	IDE cell activ	PHOSPHO1 inh
O=C(O)CC1(CC(=O)NCc2ccc(Cl)cc2)CCCCC1	99	-12	-3.3	-2.3	-7	7	7	2	31
Cn1nnnc1SCc1csc(C2C(C#N)=C(N)OC3=C2C(=O)CCC3)c1 (stereo not given)	100	0	-1.9	-2.4	-4	16	-1	4	-10
COc1cc(/C=C\C(=O)OCn2nnc3ccccc3c2=O)cc(OC)c1OC	111	6	-1.7	-1.4	-37	-3	-9	9	-2
CCC(=O)N/N=C(\C)CC(=O)Nc1ccc(Cl)cc1	97	-7	-2.3	2.7	2	13	-9	-1	-3
O=S(=O)(c1ccc(C2CCCCC2)cc1)N1CCOCC1	93	0	0.8	0.6	-12	-17	5	2	-10
O=C(Nc1nnc(-c2ccc3c(c2)CCCC3)o1)c1ccc(Cl)cc1Cl	103	-10	-1.1	-5.2	-16	-10	72*	1	-18
CC(=O)NC(C)c1nc2ccccc2n1Cc1ccccc1F (stereo not given)	93	15	-1.9	-1.8	0	-2	-1	0	-4
COc1ccc(CCNC(=O)C(=O)NCc2ccccc2C)cc1OC	103	12	-2.5	-1.8	-10	-11	2	0	17
CCN1C(=NCc2cccc(Cl)c2)N[C@@H](c2cccc(F)c2)C(C(=O)OC)=C1C	104	-11	-2.7	-4.4	24	-10	-86	6	-41
CC(C)N(Cc1ccccc1)C(=S)NC1CCCCC1	104	9	-4.8	-5.3	-15	-16	14	5	-21
O=c1c2c3c(sc2ncn1/N=C/c1ccncc1)CCCC3	98	3	0.2	-0.7	1	2	-1	1	16
Cc1ccc(/C=N\Nc2nc3ccc(Cl)cc3[nH]2)o1	102	10	-6.0	-4.1	4	-1	-9	-1	22
COC(=O)c1cccc(NC(=O)CSc2nnc(COc3ccccc3)n2C)c1	101	5	-0.6	-1.0	-25	1	-22	-1	52
CC(C)NC(=O)c1ccc2c(c1)N(CC(=O)N1CCOCC1)C(=O)C(C)(C)O2	99	22	-2.8	-3.7	-3	-4	-5	4	11
CN(C)c1ccc(NC(=S)NC(=O)/C=C/c2ccco2)cc1	100	0	-1.4	-2.5	-3	0	9	3	-23
Cc1nc(NC(=O)c2ccccc2)sc1-c1csc(Nc2ccc(Cl)cc2)n1	102	8	-3.0	-1.9	7	-20	-26	.	-68
O=C(CCCC(=O)N(CC(=O)NC1CCCCC1)CC1CCCO1)Nc1ccccn1 (stereo not given)	100	2	-1.4	-5.4	-25	0	4	1	-73
O=C1c2ccccc2C(O)(c2ccccc2)N1C1CC1 (stereo not given)	98	-6	-3.2	-3.3	-9	0	14	0	24
O=C(N1CCN(c2ccccn2)CC1)N1c2ccccc2Sc2ccccc21	.	0	-1.8	-1.9	-6	-11	-20	-3	1
O=C(N=Nc1ccc(NOC(=O)c2ccccc2Br)cc1)c1ccccc1O	100	1	-3.8	-4.0	2	0	10	.	-74
Cc1cccc(NC(=O)C(C)Oc2ccccc2C)n1 (stereo not given)	108	-4	-0.4	-3.2	-7	4	-1	1	17
O=C(O)C1[C@H]2C(=O)N(C3CCCC3)C[C@]23C=C[C@H]1O3 (stereo not given in full)	103	12	-4.5	-2.4	4	-2	-5	3	-2
COc1ccc(C2C3=C(CCCC3=O)Nc3nc(SCc4ccccc4)nn32)cc1OC (stereo not given)	103	10	-0.7	-2.2	-7	-7	3	3	-14
Cc1ccc(-c2nnn(CC(=O)Nc3ccc4nn(-c5ccccc5)nc4c3)n2)o1	.	33	0.6	-1.9	-1	1	3	2	3
COc1ccc(C(=O)N2CCCCCCC2)cc1OC1CCN(C(C)C)CC1	103	20	-1.1	-0.5	6	-17	-4	4	20

Ordered by heavy-atom count (largest number first): part of the list above.
SMILES	MEKK3 PB1 HTS	UBC9 SUMO inh	VIM-2 inh	IMP-1 inhibitor	FID counter	p-CIP stab down	NS3 helicase inh	IDE cell activ	PHOSPHO1 inh
Cc1ccc(-c2nnn(CC(=O)Nc3ccc4nn(-c5ccccc5)nc4c3)n2)o1	.	33	0.6	-1.9	-1	1	3	2	3
COc1cc(/C=C\C(=O)OCn2nnc3ccccc3c2=O)cc(OC)c1OC	111	6	-1.7	-1.4	-37	-3	-9	9	-2
O=C(N1CCN(c2ccccn2)CC1)N1c2ccccc2Sc2ccccc21	.	0	-1.8	-1.9	-6	-11	-20	-3	1
CC(=O)NC(C)c1nc2ccccc2n1Cc1ccccc1F (stereo not given)	93	15	-1.9	-1.8	0	-2	-1	0	-4
O=C(O)C1[C@H]2C(=O)N(C3CCCC3)C[C@]23C=C[C@H]1O3 (stereo not given in full)	103	12	-4.5	-2.4	4	-2	-5	3	-2

Remaining list, next part:
SMILES	MEKK3 PB1 HTS	UBC9 SUMO inh	VIM-2 inh	IMP-1 inhibitor	FID counter	p-CIP stab down	NS3 helicase inh	IDE cell activ	PHOSPHO1 inh
COc1ccc(NC(=O)C2CCCN(S(=O)(=O)c3c(C)[nH]c(=O)[nH]c3=O)C2)cc1 (stereo not given)	97	1	-3.8	-3.1	-1	2	2	-3	24
CC(C)(C)C(=O)N1CCN(c2ccnc3cc(Cl)ccc23)CC1	98	-12	1.4	-0.2	-14	8	-3	-23	49
COc1cccc(NC(=O)CSc2nc(O)c(C)c(=O)n2-c2ccc(C)cc2)c1	100	14	-0.8	0.3	-38	-3	-12	2	10
O=C(O)c1cccc(NC(=O)c2ccccc2NC(=O)c2ccccc2F)c1	105	-3	0.4	-0.4	-27	0	6	8	44
CCN1C(=O)/C(=C\c2cccc(OC(=O)c3ccco3)c2)SC1=S	101	0	-3.4	0.5	-2	-7	1	6	37
O=C(NC1CC1)C(Cc1ccccc1)NS(=O)(=O)c1ccccc1F (stereo not given)	100	11	-1.0	-0.1	-4	-2	5	5	23
O=C(NCc1ccccc1)c1csc2c1CCCC2	100	3	-4.2	-2.9	-10	-10	-4	1	-27
O=C(Nc1cccnc1)Nc1cc(Cl)cc(Cl)c1	89	23	0.1	-0.3	9	-15	5	2	14
Nc1ccc(-c2nc(-c3ccccc3)nc3ccccc23)cc1	100	1	-2.1	-2.8	-15	10	-5	-1	42
CC(C)C(=O)NC(Nc1cccc2cccnc12)C(Cl)(Cl)Cl (stereo not given)	96	1	-0.6	-2.9	-9	-7	-5	6	26
O=C(Nc1nnc(-c2ccc(F)cc2)o1)c1cc(Cl)sc1Cl	100	-12	-0.8	-1.2	-4	-9	8	-1	6
COc1ccc(C2C3=C(CC(C)(C)CC3=O)Oc3ncn(CCCn4ccnc4)c(=N)c32)cc1 (stereo not given)	103	-18	-3.6	-5.0	3	7	-14	1	10
CCn1c(=O)cc(N2CCC3(CC2)OCCO3)[nH]c1=O	110	-2	-4.8	-3.8	-2	0	5	7	-16
NNC(=O)c1cc2ccccc2cc1NS(=O)(=O)c1ccccc1	110	15	-2.5	-2.2	-27	14	16	2	.
CC(Sc1nc2cc(Cl)ccc2s1)C(=O)Nc1ccc2c(c1)OCO2 (stereo not given)	95	-2	0.6	2.5	-7	-1	-13	3	4
CCOc1ccnc(OCC)c1Br	103	-10	-2.8	-2.5	-12	-6	4	2	-6
COc1cc(CCC(=O)Nc2cc(Cl)ccc2N2CCN(C)CC2)cc(OC)c1OC	99	18	-1.6	-2.2	15	-22	-49	-2	4
O=C(c1ccccc1Nc1ccc(SC(F)F)cc1)N1CCCCCC1	109	-14	1.9	0.9	-21	-5	-8	-2	33
CN(C)CCNC(=O)C1CCN(S(=O)(=O)c2ccc3ccccc3c2)CC1	98	14	-2.8	-2.9	22	-6	-37	-2	38

The list is partial (hit frequency here may not be typical).
